Platelet DG rel: inhibitors of platelet dense granule secretion, primary screen, cell-based, MLPCN, human platelets. human platelet-rich plasma, SFLLRN dense granule ATP release, luminescence. inhibition, %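 (compounds screened at 7.5 µM in platelet-rich plasma)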. 0.22% of 300,000 active;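 active = mean replicate score, as percent of positive control, at or above 50; inconclusive = mean below 50 but at least one replicate at or above 50; inactive = mean and every replicate below 50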
AI-2 QS modul: Vibrio harveyi AI-2 quorum sensing modulators, primary screen, JMH597 strain, luminescence/OD600 ratio; AID 2094, 2009; Vibrio harveyi JMH597 AI-2 luminescence/OD600 ratio, 9 h; stronger effect = lower value; strain lacks LuxN and CqsS sensors; 0 = neutral-control median; activity change, % at 7.5 µM; 0.4% of 300,000 active; in the data active = activity change below about -75%, passing the limit was not always enough; inconclusive = no clear call, values can overlap the other calls;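 also: luminescence divided by OD600 gain over 9 h not by final OD600 alone; inactives centre near 13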
HIF act: HIF pathway transcriptional activators, primary screen, cell-based, U2OS HRE-luciferase, luminescence; 0.32% of 300,000 active; AID 1910, 2009; U2OS HRE-luciferase reporter; normalized: DMSO 0%, desferrioxamine 100%; activation, % at 7.5 µM (by protocol);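 active = mean activation of at least 10% of the iron chelator positive control signal, with at least half of replicates also reaching 10%; inconclusive = mean and replicate majority disagree about reaching 10%; inactive = mean and most replicates under 10%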
KLF5 inhibitor: KLF5 expression inhibitors, primary screen, DLD-1 cells, luminescence; DLD-1 KLF5 promoter-luciferase reporter; inhibition, % at 5 µM; 0.23% of 290,000 active; AID 1700, 2009;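 active = inhibition above a per-plate limit of that plate's mean compound inhibition plus 3 SD, cut at about 60% in these data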;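 also: 0% = DMSO wells and 100% = LY294002 at 200 µM; higher means less KLF5 promoter-driven luciferase light; inactives centre near -14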
SKKanGAS inh: S. pyogenes SKKanGAS growth inhibitors in kanamycin, primary screen, streptokinase expression inhibitor project, SKKanGAS strain, BacTiter-Glo luminescence | inhibition, % at 7.5 µM | 1.3% of 300,000 active | 6 h;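 active = mean replicate score, as percent of positive control median, at least 50; inconclusive = mean below 50 but one replicate at or above 50; inactive = mean and every replicate below 50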;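 also: strain carries kanamycin resistance gene driven by streptokinase promoter and grows in 40 µg/ml kanamycin; loss of luminescence reflects streptokinase promoter inhibition or plain growth inhibition; 0% = median of DMSO wells and 100% = positive control at its reference dose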
HSF1 activator: HSF-1 activators, primary screen, NIH3T3-HGL cells, MG132 stress, luminescence, single point | NIH3T3-HGL HSF-1 luciferase reporter, 8 h; 100% = twice DMSO control signal | activation, % at 9 µM | 1.7% of 300,000 active | AID 504408, 2011;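 active = mean replicate activation of at least 50% with a set share of replicates each reaching 50%; inconclusive = only one of those two conditions met; inactive = mean below 50% and too few replicates reaching it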;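 also: 0% = median of the neutral control wells and 100% = twice that signal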
aSyn UTR inh: MLPCN primary screen, SNCA 5' untranslated region | inhibition, % (tested at 7.5 µM) | 0.82% of 300,000 active | alpha-synuclein 5'UTR reporter, inhibitor activity; in the data active = inhibition above about 60%; inconclusive = no clear call, values can overlap the other calls;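 also: H4 neuroglioblastoma cells stably carrying SNCA 5'UTR luciferase fusion; 0% = DMSO wells and 100% = positive control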
HSP90 refold inh: HSP90 inhibitors, primary screen, cell lysate, luminescence. Heat shock protein HSP 90 (rabbit reticulocyte lysate; luciferase refolding). Rabbit reticulocyte lysate, luciferase refolding luminescence, 3 h. inhibition, % at 5.6 µM. 0.91% of 290,000 active. AID 1789, 2009;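 active = inhibition above the screen-wide mean plus 3 SD, computed separately per campaign, cut at about 16% in these data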;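 also: 0% = DMSO wells and 100% = 60 µM geldanamycin wells; inhibitors lower the luminescence because luciferase stays unfolded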
HSF1 inh: HSF1 inhibitors in luciferase reporter cells, primary screen, cell-based, NIH3T3, luminescence. NIH3T3-HGL HSE-luciferase, MG132-induced, luminescence 8 h; stronger effect = lower value. activity change, negative = inhibition, % at 7.5 µM (by protocol). 0.77% of 300,000 active. AID 2098, 2009;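 active = more than half of replicate wells show activity change below -50%, luminescence cut by over half; inconclusive = some wells, but at most half, below -50%; inactive = no replicate well below -50%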;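 also: luciferase reports HSF-1 transcriptional activity via heat shock element; 0% = median of DMSO wells and -100% = zero luminescence signal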
IEC-6 tox: cytotoxicity in IEC-6 intestinal epithelial cells, primary screen, cytotoxicity control for KLF5 inhibitor project, cell-based, luminescence. IEC-6 cytotoxicity, luminescence viability. inhibition, % at 5 µM. 0.78% of 290,000 active; in the data active = inhibition above about 22%;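 also: 0% = plate median of test compound wells and 100% = cytotoxic reference compound wells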
Active calls of the source: *; ? = inconclusive; · = no result given.

SMILES	Platelet DG rel	AI-2 QS modul	HIF act	KLF5 inhibitor	SKKanGAS inh	HSF1 activator	aSyn UTR inh	HSP90 refold inh	HSF1 inh	IEC-6 tox
O=C(NCc1cccs1)c1cc2ccccc2o1	3	-59	2.8	-27	5	11	-49	-3	9	-7
Cc1cc(NC(=O)C2CC(=O)N(c3ccccc3C)C2)no1 (stereo unspecified)	-3	·	-1.7	-12	-9	15	13	-3	-2	3
CCCN1CNC(=S)N(c2ccccc2OC)C1	13	14	0.7	2	-3	2	15	-2	1	-3
COc1ccc(NC(=O)CCS(=O)(=O)c2ccc(OC)cc2)cc1	-1	4	0.4	-26	2	6	8	-1	-5	1
COc1ccc(C(=O)CSc2nnc(CNC(=O)c3ccccc3)o2)cc1	-20	8	0.5	-33	17	0	-1	-6	-5	2
CCC(=O)Nc1ccc2c(c1)nc1n2CCN(CCOC)C1	-1	9	-0.3	-31	2	-12	2	1	-17	-7
CN(C(=O)CCNC(=O)Cn1cnc2ccccc2c1=O)c1ccc(Br)cc1	12	1	-0.2	2	-3	3	1	-3	-2	-3
O=C1N(c2ccccc2)C(=Nc2ccccc2)SC12CC2	16	16	-0.2	-31	1	10	-1	-3	-6	-3
COc1cc(C2C(C(=O)c3ccc(C)o3)=C(O)C(=O)N2c2cc(C)on2)ccc1OCc1ccccc1 (stereo unspecified)	-1	35	1.0	-18	17	13	-4	-2	0	-4
CCCC1CCC(C(=O)Nn2cnc3ccccc3c2=O)CC1 (stereo unspecified)	-8	24	·	-27	-1	9	-9	1	-12	-3
O=C(COC(=O)CCN=C1NS(=O)(=O)c2ccccc21)NC1CCCCCCC1	-1	1	-0.1	-44	-10	6	-1	-2	-8	-3
O=C(O)CCCSCC(=O)Nc1ccccc1	0	6	0.0	-54	7	11	9	0	-3	1
CC1=C(C#N)C(NC(=O)c2ccccc2Cl)(C(F)(F)F)C(=O)N1 (stereo unspecified)	8	14	0.3	-14	5	2	15	1	2	2
Cc1cc(C)n2nc(C(=O)NC(C)(C)C)nc2n1	-3	23	0.2	0	-4	-3	-23	1	-1	3
COc1ccccc1C(O)P(=O)(OC1CCCCC1)OC1CCCCC1 (stereo unspecified)	4	-15	-0.7	-5	6	11	-6	-3	-6	1
COc1ccc(NC(=O)COc2ccc(Br)cc2)c(OC)c1	14	3	0.9	-9	-4	27	-61	-1	1	3
N#CCCN(C(=O)CSc1nc(-c2ccccc2)cn1N)c1ccc(F)cc1	3	19	-0.4	-18	7	5	5	-1	5	0
COC(=O)N/N=C/c1c[nH]c2ccccc12	15	16	-0.5	2	1	9	11	-4	-3	1
CCOC(=O)c1c(NC(=O)CNC2CCCc3ccccc32)sc(C(N)=O)c1C (stereo unspecified)	5	-1	-0.9	-10	16	-65	22	2	?	1
CSCCC(NS(=O)(=O)c1ccc2c(c1)OCCO2)C(=O)NCCc1ccccn1 (stereo unspecified)	-3	3	1.5	-8	9	-4	23	4	3	-2
COc1ccc(OC)c(S(=O)(=O)N2CCN(c3ccccn3)CC2)c1	-10	16	-0.2	-17	2	-7	10	0	1	2
CCN(CC)N=Nc1cccc(NC(C)=O)c1	-2	23	1.2	-51	-11	8	-23	0	8	0
Cc1c(-n2c(SCC(C)C)nc3ccccc3c2=O)c(=O)n(-c2ccccc2)n1C	-3	4	-0.4	-7	6	-1	-6	-3	4	-3
NC(=O)C1CCN(S(=O)(=O)c2cccc(C(=O)O)c2)CC1	5	23	0.3	-5	4	-3	-12	-1	0	0
CCc1cccc(NC(=O)CCc2c(C)nn(-c3ccc(N4CCCCC4)nn3)c2C)c1	-1	16	0.6	-38	6	22	41	-6	11	-6
Cc1cc(C)c(C#N)c(Oc2ccc(O)cc2)n1	6	-4	-0.3	-22	4	1	-42	3	-13	-3
CC1CCN(C(=O)CN2C(=O)c3ccccc3S2(=O)=O)CC1	-2	19	-0.7	-98	-1	-1	-10	-7	-7	-6
CC(C(=O)N1CCCCC1)n1ncn2cccc2c1=O (stereo unspecified)	-7	2	-0.4	-23	-10	-3	13	2	-3	2
C=CCn1c(C)cc(/C([O-])=C(/C(=S)Nc2ccc(OC(F)F)cc2)[n+]2ccc(N(C)C)cc2)c1C	3	11	0.0	-8	3	37	-13	-3	12	1
CC1(C)CC2CC(C)(CN2c2ncnc3ccccc23)C1 (stereo unspecified)	-1	5	-0.2	-28	-15	8	9	-3	-3	-4
CCC(=O)N1CCc2cc(S(=O)(=O)CCC(=O)NCCc3ccc(OC)c(OC)c3)ccc21	-9	-3	-0.4	-7	-2	11	21	-3	6	-2
COc1ccc(Cl)cc1C(=O)N(Cc1nc(-c2cccc(C)c2)no1)C(C)C	18	16	-0.4	-7	3	27	-9	3	9	5
O=C(Nc1ccc(Br)cc1F)C1CCCN(S(=O)(=O)c2cnc[nH]2)C1 (stereo unspecified)	3	11	·	-65	-3	1	-6	0	1	-3
Cn1c2ccccc2c2nnc(SCC(=O)Nc3cccc(O)c3)nc21	0	9	2.3	-48	14	18	-1	2	10	1
CC(c1ccc(F)cc1)n1cc(C(=O)NCc2ccccn2)nn1 (stereo unspecified)	-2	9	-0.3	-44	-8	5	-10	-3	-4	-4
CCN1C(=O)c2ccc(C(=O)Nc3ccc4c(c3)OCO4)cc2C1=O	14	16	1.7	-64	-2	5	-21	8	17	4
CC(C)(C)NC(=O)C(c1ccc(O)cc1)N(Cc1ccccc1)C(=O)CCC(=O)Nc1nccs1 (stereo unspecified)	-4	-4	0.3	-19	-6	33	8	-1	16	4
Cc1ccccc1Nc1nc(N)nc(CN(C)Cc2ccccc2Cl)n1	-9	-2	1.7	-15	?	34	-46	-1	15	8
Cc1cc(CN(C)Cc2ccc(OCC(O)CN(C)Cc3ccccc3)cc2)on1 (stereo unspecified)	-1	3	0.2	-44	-10	-2	5	1	2	5
Cc1ccc(S(=O)(=O)N(C)c2ccccc2C(=O)NC2CCCC2)cc1	7	10	0.0	-6	-2	-76	13	-1	-72*	2
CCCNC(=O)COc1nc2ccccc2nc1N1CCOCC1	3	-2	-0.9	-15	4	-8	2	-1	3	-3
COc1ccccc1N1CCN(CC(O)COc2ccc(C)cc2C)CC1 (stereo unspecified)	-2	34	-13	-15	0	49	22	-2	8	1
N#Cc1nc(COc2ccc(F)cc2)oc1N1CCC(Cc2ccccc2)CC1	3	7	-0.5	-42	4	40	5	0	10	1
NS(=O)(=O)c1ccc(N=Nc2ccc(=O)[nH]c2O)cc1	8	31	-32	-3	2	14	1	6	-4	-7
COc1cc(NS(=O)(=O)c2ccc(NC(=O)c3cccs3)cc2)nc(OC)n1	-6	20	-0.4	4	1	9	-5	-4	-3	1
O=C(O)CCSC(=S)N1CCOCC1	7	17	-0.5	-11	2	-4	5	4	-6	-1
O=C(CSc1ncnc2c1cnn2-c1ccccc1)NC1CCCC1	-8	4	1.0	·	0	21	-64	·	13	·
COC(=O)c1cc2c(s1)-c1ccccc1OC2	0	-16	1.5	·	-8	34	-54	·	16	·
COc1cccc(/C=C2\SC(=O)N(CC(=O)NCCCn3ccnc3)C2=O)c1	-1	18	0.3	-13	5	9	-37	-6	11	0
COc1cccc(CN2CC(C(=O)N(C)Cc3nc4ccc(F)cc4[nH]3)CCC2=O)c1 (stereo unspecified)	1	11	-0.2	3	-8	-3	-5	3	-4	1
CCCCN(CCCC)CCCNC(=O)C12CN(Cc3ccccc3)CC1C(c1cccc([N+](=O)[O-])c1)=NO2 (stereo unspecified)	-2	17	0.9	8	0	-4	12	-2	5	-4
O=S1(=O)CCN2C=C(Br)C=C(Br)C2=N1	2	7	0.0	-4	0	-2	-72	-1	-4	4
CCC(=O)Nc1cc2nn(-c3ccccc3)nc2cc1Cl	8	20	3.2	-138	1	26	2	-4	7	-3
Cc1ccc(/C=N\NC(=O)c2cncc(Br)c2)o1	3	9	0.0	-6	5	0	1	-3	-1	1
CCOC(=O)N1CCN(C(=O)c2ccc3c(=O)n(CCc4ccccc4)c(=O)[nH]c3c2)CC1	6	44	0.0	-15	3	-4	-5	-3	-2	2
CCN(CC)CCNC(=O)c1cc(-c2ccc(Br)s2)nc2ccccc12	-2	-3	-0.8	-17	13	4	-5	0	1	3
CC(c1ccccc1)n1c(CCCO)nc2ccccc21 (stereo unspecified)	1	16	0.3	-28	-4	-10	0	0	1	-4
CCOC(=O)c1sc(NC(=O)c2ccc3nc[nH]c3c2)nc1C	-11	12	0.5	-95	-9	19	-49	9	16	3
Cc1cc(C)c(NC(=O)C2CC(=O)N(Cc3ccccc3)C2)c(C)c1 (stereo unspecified)	8	15	0.0	-38	4	-2	12	1	-3	-2
CCOC(=O)c1cc(-c2ccccc2)sc1NC(=O)CC(C)C	9	11	0.0	-15	19	-9	16	2	-4	-5
(more compounds)
SMILES	Platelet DG rel	AI-2 QS modul	HIF act	KLF5 inhibitor	SKKanGAS inh	HSF1 activator	aSyn UTR inh	HSP90 refold inh	HSF1 inh	IEC-6 tox
Cc1cccc(C)c1C(=NCCN(C)C)c1ccccc1	-17	19	-0.1	·	-4	-4	-6	·	-3	·
COc1cccc(CN2CCN(C(=O)c3ccc(-c4ccccc4)cc3)CC2)c1OC	-2	40	-0.2	1	0	1	-4	3	-8	-7
CCOC(=O)C(C)(C)N(Cc1cccc(C)c1)S(=O)(=O)c1ccc(Cl)c([N+](=O)[O-])c1	-8	-7	1.8	-17	-5	6	-8	-2	-11	1
Cc1c(S(=O)(=O)N2CCN(C(=O)c3ccco3)CC2)c(=O)n(C)c(=O)n1C	-1	18	-0.5	-7	-11	-14	0	-5	-1	-2
COc1cccc(C(=O)C2CCCN(Cc3cn[nH]c3C3CCCCC3)C2)c1 (stereo unspecified)	-2	42	0.2	-19	-1	9	-9	-4	5	-1
Clc1ccccc1-c1nnc2sc(-c3ccc4c(c3)OCO4)nn12	7	19	4.5	0	20	-2	-91	-1	1	2
O=C(NCCNS(=O)(=O)c1ccc(C(F)(F)F)cc1)N1CCOCC1	0	27	0.2	0	-1	-3	1	2	-2	-6
CC(C)(C)Nc1nc(N)nc(Cl)n1	-8	15	-0.2	-1	7	-8	15	2	0	0
COc1ccc(C(=O)Nc2ccnn2C2CCN(Cc3ccn[nH]3)CC2)cc1	4	8	-1.1	-8	-5	-5	7	4	-5	2
CC(C)(C)c1cc(CP(=O)(c2ccccc2)c2ccccc2)cc(C(C)(C)C)c1O	-4	48	-11	-13	26	-2	28	3	6	-8

Screens as filed in PubChem BioAssay.
